Rv3671c inh: inhibits the M. tuberculosis serine protease Rv3671c; P9WHR9; inhibition, % at 5.96 µM; 320,000 tested, 0.048% active; AID 2606; in the data active = inhibition above about 38%;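 also: extracellular domain of Rv3671c used as enzyme; 0% = enzyme with DMSO and 100% = no enzyme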
VHR inh abs: inhibitors of human VHR1 phosphatase (DUSP3). P51452. recombinant VHR phosphatase, pNPP absorbance. inhibition, % at 13.3 µM. 290,000 tested, 0.52% active. AID 1654; in the data active = inhibition above about 50%; also: some compounds called inactive have numbers as strong as hits
Target sequence (P51452 whole entry, looked up): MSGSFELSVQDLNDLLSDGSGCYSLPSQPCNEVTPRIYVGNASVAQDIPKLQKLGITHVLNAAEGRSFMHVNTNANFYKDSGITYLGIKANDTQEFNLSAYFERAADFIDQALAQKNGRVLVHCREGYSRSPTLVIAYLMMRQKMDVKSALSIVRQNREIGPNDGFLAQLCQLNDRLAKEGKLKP
PriA SSB inh: K. pneumoniae PriA-SSBct interaction inhibition. AlphaScreen SSBct-PriA binding, biotinylated peptide. inhibition, % at 33 µM. 430,000 tested, 0.6% active; in the data active = inhibition mostly above about 37%, no sharp cut-off; inactive = mostly below about 20%;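 also: plate controls were negative control peptide for no effect and reference peptide for full effect; strong numbers were not always called active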
MazF activator: increases E. coli MazEF RNase cleavage of RNA | 350,000 tested, 0.32% active | activation, % at 20 µM | FAM/BHQ RNA-DNA oligo cleavage fluorescence, 5 h; in the data active = activation above about 50%
Target sequence (P0AE70 whole entry, looked up): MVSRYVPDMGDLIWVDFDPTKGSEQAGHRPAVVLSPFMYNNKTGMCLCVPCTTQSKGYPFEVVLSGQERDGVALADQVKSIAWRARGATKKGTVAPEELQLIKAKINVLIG
Mtb FBA inh: inhibits M. tuberculosis FBA enzyme | P9WQA3 | purified M. tuberculosis FBA, fluorescence read-out | inhibition, % at 1 µM | 360,000 tested, 2.3% active | AID 588726; in the data active = inhibition above about 27%;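 also: 0% = vehicle and 100% = reference inhibitor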
Target sequence (P9WQA3 whole entry, looked up): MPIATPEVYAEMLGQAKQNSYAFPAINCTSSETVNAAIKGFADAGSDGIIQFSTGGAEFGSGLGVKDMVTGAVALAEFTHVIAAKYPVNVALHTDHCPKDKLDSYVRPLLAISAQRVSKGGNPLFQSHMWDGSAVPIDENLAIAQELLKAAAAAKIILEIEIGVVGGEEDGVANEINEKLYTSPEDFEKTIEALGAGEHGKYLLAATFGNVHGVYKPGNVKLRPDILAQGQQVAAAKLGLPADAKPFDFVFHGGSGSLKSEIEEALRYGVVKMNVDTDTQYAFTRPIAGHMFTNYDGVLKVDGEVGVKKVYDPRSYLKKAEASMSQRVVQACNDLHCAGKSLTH
BioA inh: BioA (M. tuberculosis) enzyme inhibition; purified M. tuberculosis BioA enzyme, plate reader; inhibition, % at 9.99 µM; 360,000 tested, 0.096% active; AID 602481; in the data active = inhibition above about 40%
Mtb UGM inh: Mtb UDP-galactopyranose mutase inhibition; AID 504406; P9WIQ1; inhibition, % at 10 µM; purified UGM, fluorescence polarization probe displacement; 320,000 tested, 0.06% active; in the data active = inhibition above about 10%, passing the limit was not always enough
Target sequence (P9WIQ1 whole entry, looked up): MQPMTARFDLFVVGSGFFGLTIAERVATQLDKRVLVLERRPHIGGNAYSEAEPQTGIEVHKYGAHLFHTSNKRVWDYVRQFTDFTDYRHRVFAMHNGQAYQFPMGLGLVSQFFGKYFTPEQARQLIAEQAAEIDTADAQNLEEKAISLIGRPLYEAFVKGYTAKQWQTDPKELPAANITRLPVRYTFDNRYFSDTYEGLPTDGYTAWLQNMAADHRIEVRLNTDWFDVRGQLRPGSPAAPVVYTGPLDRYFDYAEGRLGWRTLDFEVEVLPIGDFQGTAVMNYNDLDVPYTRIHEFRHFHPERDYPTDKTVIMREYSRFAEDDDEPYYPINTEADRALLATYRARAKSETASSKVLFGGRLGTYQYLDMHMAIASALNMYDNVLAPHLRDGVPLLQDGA
GDH-TPI inh: GDH-TPI coupled enzyme inhibition counter-screen; GDH-TPI coupled enzyme counterscreen, NADH absorbance; inhibition, % at 4.8 µM; 360,000 tested, 1.2% active; AID 588335; in the data active = inhibition above about 30%;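 also: 0% = DMSO wells and 100% = wells lacking the enzyme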
SARS 3CLpro inh: SARS-CoV 3CLpro protease inhibition; recombinant SARS-CoV 3CLpro, quenched FRET peptide cleavage; inhibition, % at 6 µM; 290,000 tested, 0.14% active; AID 1706; in the data active = inhibition above about 12%
BH1578 lux ind: inducers of Vibrio cholerae quorum light production without autoinducers; V. cholerae BH1578 lux reporter, luminescence, 6 h; activation, % at 18.7 µM; 350,000 tested, 0.16% active; in the data active = activation mostly above about 9.7%, no sharp cut-off; also: not every result past the cut was called active; inactives centre near 0; reference of the scale not given here
* marks the source's active call; other numbers are inactive results; i = inactive; nt = not tested or not shown; & = joins results of further samples. A portion of the library, so the mix of outcomes need not match the whole.

The opening two compounds, ahead of the listing:
SMILES	Rv3671c inh	VHR inh abs	PriA SSB inh	MazF activator	Mtb FBA inh	BioA inh	Mtb UGM inh	GDH-TPI inh	SARS 3CLpro inh	BH1578 lux ind
Cc1ccccc1NC(=O)COC(=O)c1ccc(S(C)(=O)=O)c([N+](=O)[O-])c1	3	13	11	2	3	0.7	-4.8	6	-1	-2.3
COCC(=O)N(C)c1nnc(-c2ccc([N+](=O)[O-])cc2)s1	5	34	-2	-11	1	-4.7	1.3	10	-10	i

The whole of this part, repeating the preview:
SMILES	Rv3671c inh	VHR inh abs	PriA SSB inh	MazF activator	Mtb FBA inh	BioA inh	Mtb UGM inh	GDH-TPI inh	SARS 3CLpro inh	BH1578 lux ind
Cc1ccccc1NC(=O)COC(=O)c1ccc(S(C)(=O)=O)c([N+](=O)[O-])c1	3	13	11	2	3	0.7	-4.8	6	-1	-2.3
COCC(=O)N(C)c1nnc(-c2ccc([N+](=O)[O-])cc2)s1	5	34	-2	-11	1	-4.7	1.3	10	-10	i
COc1ccc(S(=O)(=O)NCCCc2ccccc2)cc1	6	nt	-2	-1	1	nt	0.3	6	nt	-0.6
CCOc1ccccc1C(=O)N1CCC(n2nnc3cc(C)ccc32)CC1	12	16	-13	-1	1	2.1	0.1	9	1	-1.6
COc1ccc(S(=O)(=O)N2c3ccccc3OCC2C)cc1 (centres undefined)	-3	13	-18	4	0	nt	-0.9	1	-3	-0.2
COc1ccc(-c2[nH]c(-c3ccccc3)nc2SCC(=O)NCc2ccco2)cc1OC	11	19	-11	7	16	-1.9	1.4	5	0	-1.5
CC1CCN(c2c(NCC3CCC(C(=O)NCCc4ccc(Cl)cc4)CC3)c(=O)c2=O)CC1 (centres undefined)	7	-8	-16	-3	2	nt	-0.7	15	0	-0.2
COC(=O)c1cccc(NC(=O)c2ccc(S(=O)(=O)N(C)c3ccccc3OC)cc2)c1	nt	nt	nt	5	-4	-1.1	nt	5	nt	-9.1
Cc1c(C(=O)N(C)Cc2ccc(F)cc2)sc(=O)n1Cc1ccccc1C#N	nt	nt	nt	nt	1	10	nt	-3	nt	-0.5
CCc1nc2c(OCc3ccccc3C)cccn2c1N(C)C(=O)c1ccco1	nt	nt	nt	nt	-2	0.9	nt	6	nt	-0.5
O=C(NNS(=O)(=O)c1ccc(F)cc1)c1sccc1-n1cccc1	7	-1	-10	-20	0	-0.2	-0.4	2	-1	i
CCn1c(SCC(=O)Nc2ccc(-c3nc4ccc(C)cc4s3)cc2)nnc1-c1ccccc1	-16	63	nt	nt	nt	nt	0.1	nt	-1	nt

Some of these compounds in order of heavy-atom count, lowest first.
SMILES	Rv3671c inh	VHR inh abs	PriA SSB inh	MazF activator	Mtb FBA inh	BioA inh	Mtb UGM inh	GDH-TPI inh	SARS 3CLpro inh	BH1578 lux ind
COc1ccc(-c2[nH]c(-c3ccccc3)nc2SCC(=O)NCc2ccco2)cc1OC	11	19	-11	7	16	-1.9	1.4	5	0	-1.5
CC1CCN(c2c(NCC3CCC(C(=O)NCCc4ccc(Cl)cc4)CC3)c(=O)c2=O)CC1 (centres undefined)	7	-8	-16	-3	2	nt	-0.7	15	0	-0.2
CCn1c(SCC(=O)Nc2ccc(-c3nc4ccc(C)cc4s3)cc2)nnc1-c1ccccc1	-16	63	nt	nt	nt	nt	0.1	nt	-1	nt

(continued)
SMILES	Rv3671c inh	VHR inh abs	PriA SSB inh	MazF activator	Mtb FBA inh	BioA inh	Mtb UGM inh	GDH-TPI inh	SARS 3CLpro inh	BH1578 lux ind
O=C(c1ccc(Cl)c(S(=O)(=O)N2CCCCC2)c1)N1CCN(c2ccccc2)CC1	12	14	-5	3	-1	0.4	-3.3	-3	-1	i
COC(=O)C1=C(C)N(CC2CC2)C(=O)N[C@H]1c1ccccc1	-1	nt	-3	-1	4	-2.1	-0.2	9	nt	-0.4
CCOC(=O)c1ccccc1NC(=O)COC(=O)c1ccc(OCC(=O)N2CCOCC2)c(OCC)c1	nt	nt	-18	12	1	-1.9	nt	8	nt	-0.8
Oc1ccc(CC2CC3CCN2CC3)cc1O (centres undefined)	8	15	1	4	-1	-1.4	-2.2	3	1	-1.5
CC1CCN(S(=O)(=O)c2nnc(NC(=O)COc3ccccc3)s2)CC1	-5	7	1	2	-1	-3.0	-1.1	4	2	i
Cc1ccc(CCN2CC(C(=O)NCCCN3CCOCC3)CC2=O)cc1 (centres undefined)	-2	15	-21	-11	0	-0.6	1.2	-14	-1	-0.2
Cn1cc(C(=O)OCC(=O)NC2CCCC2)c2ccccc21	5	nt	-11	1	1	3.3	-0.1	6	nt	1.3
Cc1c(C(O)CN2CCN(Cc3ccc4c(c3)OCO4)CC2)c2ccccc2n1C (centres undefined)	5	-12	11	5	5	-0.4	-0.9	7	-1	i
CCN(C(=O)CCc1nc(-c2ccc(OC)cc2)no1)c1cc(OC)ccc1OC	1	3	-7	-5	2	0.6	3.2	0	2	i
COc1ccc(C(=O)N2CCCC(CCC(=O)NCc3ccccc3F)C2)c(OC)n1 (centres undefined)	-12	18	-5	7	2	1.8	-1.2	-3	0	-0.3
O=C(COc1cccnc1[N+](=O)[O-])NCCc1ccc(Cl)cc1	5	14	-5	2	-2	6.2	-2.1	0	1	1.3
CN(C)CCCNCCNC(=O)/C=N\O	0	5	nt	-2	2	-1.2	1.0	10	0	i
COc1cc(-c2nc(S(=O)(=O)c3ccc(Cl)cc3)c(N3CCOCC3)o2)cc(OC)c1OC	1	7	-15	0	0	-2.0	-1.5	18	0	1.0
Cc1cccc(N(C(=O)c2nsc(Cl)c2Cl)C(C(=O)NC2CCCC2)c2ccc(O)cc2)c1 (centres undefined)	-7	-10	-6	-6	0	1.3	-3.0	-4	5	-0.5
COc1ccc(NC(=O)C2CCN(c3nc(-c4ccc(OC)cc4)no3)CC2)cc1	-3	-10	-5	-19	-2	-1.6	-0.8	14	-6	-1.3
CCOP(=O)(C1=C(O)C(=O)C(C(C)(C)C)=CC1=O)c1ccccc1 (centres undefined)	nt	29	-2	-9	-2	nt	nt	3	5	-0.9
COCCNC(=O)c1c(N)n(/N=C/c2ccc(F)cc2)c2nc3ccccc3nc12	-1	-1	i	11	1	-1.2	3.9	7	4	0.9
CCCC(C(=O)NC1CCCC1)N(CCCN1CCOCC1)C(=O)c1snc(C(N)=O)c1N (centres undefined)	-4	21	-13	8	7	-1.1	2.4	13	2	-0.5
COc1ccc2nc(NC(=O)C3CCN(S(=O)(=O)c4cnc[nH]4)CC3)sc2c1	-3	7	-11	9	0	1.5	-1.1	-2	1	-0.7
Cc1ccc(C(=O)NCc2cccnc2)o1	-8	19	5	0	2	-1.7	1.6	-15	-3	i
COc1ccc(Nc2nnc(SCC(=O)NC(=O)Nc3ccc4c(c3)OCCO4)s2)cc1	3	13	-11	-8	2	nt	2.3	0	0	-0.2
CCCCn1c(N)c(N(CC(C)C)C(=O)C2CC(=O)N(c3ccc4c(c3)OCCO4)C2)c(=O)[nH]c1=O (centres undefined)	0	nt	5	-19	-1	-0.5	1.4	3	nt	0.7
CC1CC(C)CN(S(=O)(=O)c2ccc3c(c2)oc(=O)n3CC(=O)NCCCOC(C)C)C1 (centres undefined)	-9	12	-17	2	-2	-0.7	-0.2	2	1	-0.3
NS(=O)(=O)c1ccc(CCNC(=O)CN2CCN(c3ccc(F)cc3)CC2)cc1	14	-4	-18	-3	0	-0.6	-0.1	-1	2	-0.9
COc1ccc(-c2nc(CS(=O)(=O)CC(=O)NCc3ccc(F)cc3)c(C)o2)cc1	-4	9	-5	9	0	-0.5	0.1	-2	1	-0.2
O=C(c1ccc(Cl)c(Cl)c1)N1CCC(=O)N(C(COCc2ccccc2)Cc2ccccc2)CC1 (centres undefined)	-12	4	-7	0	-1	-0.5	2.5	-3	0	i
CCC(C)(C)NC(=O)C(c1ccc(OC)cc1)N(Cc1ccco1)C(=O)CCC(=O)Nc1cc(C)on1 (centres undefined)	-3	31	-3	7	1	-1.3	-2.7	-7	1	-2.0
CCCCN(CCCC)S(=O)(=O)c1ccc(N2CCCC2=O)c([N+](=O)[O-])c1	2	nt	-4	-1	-2	-0.5	-1.1	8	-4	-6.7
O=C(CSc1nnnn1-c1ccccc1)Nc1ccc(N2CCOCC2)cc1	2	20	-13	9	0	-0.3	1.3	0	-2	-0.4
CCCCCC(=O)N1C[C@H](O)[C@@H](n2cc(-c3ccc(F)cc3)nn2)C[C@@H]1c1ccc(Cl)cc1	nt	nt	nt	-1	-4	nt	nt	-7	nt	-0.2
Cc1ccsc1C(=O)OCC(=O)NCc1ccc(Cl)cc1	3	nt	-1	-4	3	0.2	-2.9	12	nt	i
COC(=O)[C@]1(Cc2ccccc2)N[C@H](CN(C)C(=O)NC(C)C)[C@@H]2C(=O)N(C)C(=O)[C@@H]21	8	nt	-13	-2	-2	-0.4	nt	-5	nt	i
O=C(NNS(=O)(=O)c1cccc(Cl)c1Cl)c1cccc(S(=O)(=O)N2CCOCC2)c1	-3	-1	-15	5	-1	nt	0.5	1	4	0.0
CS(=O)(=O)N1CCCC(C(=O)Nc2ccccc2)C1 (centres undefined)	-5	7	-4&-23	-12	2	-0.4	-4.1	0	1	0.0
CC(C)OC(=O)CSc1nc(N)c(C#N)c(-c2cccs2)c1C#N	-2	19	-27	10	0	-1.8	1.1	6	-8	-0.1
COc1ccccc1N1C(=O)CC(Sc2ncccc2C(=O)O)C1=O (centres undefined)	1	4	2	4	0	-0.9	0.3	5	-4	-0.9
CC(CC(=O)C1C(C)C=CCC1(C)C)NNC(N)=O (centres undefined)	0	27	-1	10	2	3.0	3.7	5	1	-0.4
OC(c1ccc(Cl)c(Cl)c1)c1ncc(-c2ccccc2C(F)(F)F)[nH]1 (centres undefined)	nt	nt	nt	nt	-2	0.2	nt	-9	nt	i
NNC(=O)c1cc(NS(=O)(=O)c2cccs2)cc(NS(=O)(=O)c2cccs2)c1	-60	nt	-11	3	-2	-1.4	-0.9	3	nt	5.0
CC1=C(c2ccccc2)C(=S)NC(C)(C)C1	5	21	-9	-6	-6	-2.7	0.5	2	-4	1.1
CCc1nc2ccccc2c(C(=O)OC2CCCCC2=O)c1C (centres undefined)	11	14	-10	0	0	2.5	-1.7	-1	-3	-0.3
CCC(=NCCCN1CCOCC1)c1c(O)n(-c2ccccc2C)c(=O)[nH]c1=O	-7	13	4	-7	0	nt	1.2	-1	3	-0.8
CCn1ncc(C2=NOC(C(=O)Nc3c(C)n(C)n(-c4ccccc4)c3=O)C2)c1C (centres undefined)	-6	42	-4	4	4	-0.8	-1.3	5	2	-0.3
CCOc1ccc(CCNC(=O)c2nnn(CC(=O)Nc3ccc(OC)c(OC)c3)c2N)cc1OCC	-4	43	-16	-6	-1	nt	-0.5	0	0	-8.5
CCC/C=C/c1ccc(CN2C(CC(C)C)C(=O)N(Cc3cn(CC4CCCCC4)nn3)CCS2(=O)=O)cc1 (centres undefined)	nt	nt	nt	5	-1	-1.4	nt	12	nt	-0.6
CCCC(=O)Nc1nc(-c2ccc3c(c2)OCCO3)cs1	-3	24	-19	7	5	-0.2	-3.8	0	4	-0.2
CC1CCC2(CC1)NC(=O)N(CC(=O)Nc1ccc(C(N)=O)cc1)C2=O (centres undefined)	4	nt	-5	2	0	0.9	0.1	2	nt	-0.2
CC1CCN(C(=O)CSc2nc(N)c(NC(=O)c3ccccc3)c(=O)[nH]2)CC1	-11	37	-25	7	6	0.3	-0.8	6	-3	-0.8
COc1ccc2cc(OCC(=O)NNC(=O)Nc3ccc(C(C)=O)cc3)ccc2c1	-22	6	-3	-47	0	2.0	-2.9	8	0	i
O=[N+]([O-])c1cc2oc3c(c2c(C=NCc2ccccc2)c1O)CCCC3	13	-10	4	-4	-2	nt	-0.7	10	4	-1.9
COc1cnc(-c2ccccn2)nc1Oc1ccc(F)cc1F	-6	6	53*	7	0	nt	-3.3	-7	3	i
CC(C)(C)N=C1NC(=NC(C)(C)C)c2ccccc21	-6	0	1	13	4	-1.1	1.3	9	-1	i
CCOc1cccc(/C=C/c2ccc3cccc(O)c3n2)c1OC	-4	nt	0	-9	1	-0.4	-2.1	9	-2	-1.6
Cc1ccc(-c2nnn(CC(=O)N(CC3CCCO3)C(C(=O)NCC3CCCO3)c3ccc(F)cc3)n2)o1 (centres undefined)	5	0	-17	-1	-1	nt	-1.4	-8	-1	0.8
